A-T KAP1 phos: potential ataxia-telangiectasia treatment; […] A-T fibroblasts, KAP-1 phosphorylation AlphaLISA; neocarzinostatin DNA damage 30 min before lysis; Potency, µM (doses to about 57.5 µM), without a hit: at the highest dose activation, most hits filed as activators; 0.19% of 320,000 active; AID 485349; further: potency means the concentration at half of the fitted maximal effect; % of control where 0% means no effect; nearly all actives have a fitted effect of over 45% in size
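ATM-like activity read as KAP-1 phosphorylation via AlphaLISA donor/acceptor antibody pairs after lysis and 6 hr at 25C. Cells were ATM-null patient fibroblasts ([…], hTERT), dosed 60 min, then exposed to the DSB inducer NCS for 30 min.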
TRPV1 ag: human TRPV1 agonism; activation, % at 8.33 µM; TRPV1-expressing cells, Fluo-8 calcium influx, agonist mode; Q8NER1; AID 540275; 0.19% of 320,000 active; in the data active means activation above about 80%; inconclusive means between about 30% and that limit; further: 0% is about no effect
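Fluo-8 calcium influx in TRPV1-expressing cells, kinetic read (ex 480/em 520 nm). Compound added and read 3 min for agonist activity, followed by capsaicin at EC20 final and 2 min further read for enhancement.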
Eya2 inh: blocks the phosphatase activity of human Eya2; O00167; recombinant Eya2, OMFP fluorescence dephosphorylation (OMFP is methylfluorescein phosphate); Potency, µM (series often up to 76.9 µM), inactives show top-dose activity, negative = inhibition, hits mostly inhibitors; 0.006% of 330,000 active; further: potency means the concentration at half of the fitted maximal effect; on the % scale 0 is the no-effect control and ±100 the full control effect
Target sequence (O00167 whole entry, looked up): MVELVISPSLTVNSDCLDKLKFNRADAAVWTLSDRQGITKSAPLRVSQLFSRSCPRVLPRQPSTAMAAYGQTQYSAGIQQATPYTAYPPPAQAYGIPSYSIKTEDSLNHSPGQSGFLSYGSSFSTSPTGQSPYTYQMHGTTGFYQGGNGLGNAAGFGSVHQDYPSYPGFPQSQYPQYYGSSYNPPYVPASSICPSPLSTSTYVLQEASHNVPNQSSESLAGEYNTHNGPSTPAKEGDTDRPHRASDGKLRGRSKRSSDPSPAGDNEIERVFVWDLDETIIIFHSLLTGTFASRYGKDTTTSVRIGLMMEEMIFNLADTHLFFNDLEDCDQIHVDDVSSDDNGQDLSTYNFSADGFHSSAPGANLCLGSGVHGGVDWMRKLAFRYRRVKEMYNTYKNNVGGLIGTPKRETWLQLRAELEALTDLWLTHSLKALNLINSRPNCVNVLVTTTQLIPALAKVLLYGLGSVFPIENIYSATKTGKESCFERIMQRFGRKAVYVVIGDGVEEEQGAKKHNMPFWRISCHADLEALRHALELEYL
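Eya2 (0.2 uM) preincubated 10 min at ambient with compound, then OMFP substrate added at 50 uM; 10 min reaction in 50 mM HEPES pH 7.5, 50 mM NaCl, 5 uM MgCl2, 0.05% BSA, 1 mM DTT. Fluorescence read at Ex 485/Em 525 nm.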
TCR activator: activators of T cell receptors | primary human leukocytes, anti-CD3, IL-2 HTRF, 48 h | 330,000 tested, under 10 active | Potency, µM (top dose mostly 9.22 µM), for inactives: at the highest dose activation of IL-2 secretion, most hits filed as activators; further: % of control where 0% means no effect
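Primary human leukocytes incubated 48 hr with anti-CD3 beads plus compound, without co-stimulation. Secreted IL-2 measured by HTRF (europium cryptate/d2 anti-IL-2 pair, 320 nm excitation, 665 nm emission).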
TSHR antag: antagonists of human thyroid stimulating hormone receptor; P16473; TSHR-expressing cells, TSH-stimulated cAMP HTRF, 2 h; active compounds read low; activity change, negative = inhibition, % at 11.5 µM; 0.2% of 330,000 active; AID 504810;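 active means activity change below a set negative limit, meaning inhibition stronger than a set level, cut at about -70% in these data; inconclusive means activity change between two set negative limits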; further: on the % scale 0 is the no-effect control and ±100 the full control effect
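Inhibition of cAMP made by TSHR-expressing cells under TSH stimulation (4nM final, EC80; 2 h, 37 deg C) is quantified with a one-step lysis HTRF kit, anti-cAMP cryptate versus cAMP-d2.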
hERG WT inh: KCNH2 (human, wildtype) channel inhibition. Q12809. U2OS, BacMam KCNH2, thallium flux FluxOr; active compounds read low. activity change, % at 1.84 µM. 0.37% of 340,000 active. AID 720551;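 active means maximum activity change below -70%; inconclusive means maximum activity change between -70% and -50%; inactive means maximum activity change above -50%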; further: on the % scale 0 is the no-effect control and ±100 the full control effect
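U2OS cells were transduced with wild-type KCNH2 virus (2.03 x 10^8 / mL) for 4 h at room temperature, then cultured overnight at 37 C. Thallium flux was read with FluxOr dye. Rate constants were normalized to DMSO controls.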
KCNH2 3.1 inh: inhibitors of human KCNH2 3.1 potassium channel isoform | U2OS KCNH2 3.1, thallium flux FluxOr; active compounds read low | activity change, % (tested at about 1.8 µM) | 0.95% of 340,000 active | AID 720553;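 active means maximum activity change below -70%; inconclusive means maximum activity change from -70% to -50%; inactive means maximum activity change above -50%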;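 further: thallium influx rate constant from kinetic fluorescence after stimulation buffer; on the % scale 0 is the no-effect control and ±100 the full control effect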
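We transduce U2OS cells with the mutant 3.1 virus, culture them overnight, load FluxOr with Red40 quencher for 45 min, then add stimulation buffer and read kinetically for 2 min to derive a normalized rate constant.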
ELG1 repair inh: ELG1-dependent DNA repair inhibition; 2.3% of 330,000 active; HEK293T ELG1-luciferase reporter, luminescence, 16 h; DNA damage induced by 5-fluorouridine; AID 504467; Potency, µM (top dose mostly 46.1 µM), inactives show at the top dose activity change, negative = inhibition, actives largely listed as inhibitors; further: potency means the concentration at half of the fitted maximal effect; on the % scale 0 is the no-effect control and ±100 the full control effect; nearly all actives have a fitted effect of over 55% in size
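Overnight (16 hr) co-exposure of 2,000 cells/well to 5-fluorouridine and compound at 37 °C preceded detection. Luciferase was quantified via ONE-Glo luminescence; loss of signal denotes inhibition.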
Mito fusion act: blocks mitochondrial division or promotes mitochondrial fusion; S. cerevisiae fusion-defective mutant growth rescue, CellTiterGlo 48 h; Potency, µM (highest dose often 46.1 µM), for inactives: top-dose growth rescue (activation), hits mostly activators; 0.23% of 320,000 active;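 further: potency means the concentration at half of the fitted maximal effect; % of control where 0% means no effect; nearly all actives have a fitted effect of over 45% in size; temperature-sensitive fusion mutants such as fzo1-1 at 37 °C on non-fermentable ethanol glycerol medium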
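Luminescent cell viability in 1536-well qHTS format served as the measure of rescued growth in ts fusion-mutant S. cerevisiae cultured on non-fermentable YPEG for 48 hours at 37C.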
USP2a block: inhibitors of human ubiquitin-specific protease USP2a | O75604 | USP2 core, Ub-CHOP2 coupled fluorogenic reporter, 485/531 | Potency, µM (top dose mostly 38.3 µM), for the others: top-dose activity change, negative = inhibition, usual class: inhibitors | 0.01% of 330,000 active;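 further: potency means the concentration at half of the fitted maximal effect; plate controls were DMSO wells for no effect and full inhibition by NEM control for full effect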
Target sequence (O75604 whole entry, looked up): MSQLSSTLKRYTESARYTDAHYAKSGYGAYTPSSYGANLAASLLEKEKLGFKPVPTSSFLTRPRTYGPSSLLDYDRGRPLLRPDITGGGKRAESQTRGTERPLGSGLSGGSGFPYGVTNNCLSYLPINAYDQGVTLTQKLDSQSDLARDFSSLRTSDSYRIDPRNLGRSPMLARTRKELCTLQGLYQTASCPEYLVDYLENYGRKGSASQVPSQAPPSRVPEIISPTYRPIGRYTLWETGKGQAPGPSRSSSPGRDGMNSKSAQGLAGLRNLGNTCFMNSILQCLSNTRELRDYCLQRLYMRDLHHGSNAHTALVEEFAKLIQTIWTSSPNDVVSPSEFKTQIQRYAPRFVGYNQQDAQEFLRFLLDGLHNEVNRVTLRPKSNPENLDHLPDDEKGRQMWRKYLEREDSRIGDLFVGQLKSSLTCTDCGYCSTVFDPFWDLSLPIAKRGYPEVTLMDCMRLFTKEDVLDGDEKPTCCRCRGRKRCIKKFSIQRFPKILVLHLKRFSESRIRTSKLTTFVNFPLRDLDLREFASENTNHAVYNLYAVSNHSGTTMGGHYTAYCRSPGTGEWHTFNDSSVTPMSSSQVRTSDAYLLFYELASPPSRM
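Cell-free coupled assay: 10nM USP2 core preincubated 30min RT with compound in Tris-HCl pH 8.0/CaCl2/CHAPS buffer, then 25nM Ub-CHOP2 and 25nM reporter substrate; fluorescence (Ex 485/Em 531) read after 60min RT, normalized to NEM inhibition, concentration-response curves fitted.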
* hit, by the source's call; ? = inconclusive; . = not tested or not shown; [ ] = dose if it differs, or a comment. Unless noted, the call rests on the fitted dose curve; in most records, active means well fitted curve in the direction sought with a large enough effect; inconclusive means small, poorly fitted or top-dose-only effect, or another doubt; inactive means no such curve, though single readings can be large; an effect the other way counts as inactive or inconclusive. A portion of the library, so the mix of outcomes need not match the whole.

SMILES | A-T KAP1 phos | TRPV1 ag | Eya2 inh | TCR activator | TSHR antag | hERG WT inh | KCNH2 3.1 inh | ELG1 repair inh | Mito fusion act | USP2a block
O=C(Nc1cc2c3c(c1)CC(=O)N3CCC2)c1ccccc1C(F)(F)F | 4% | 3 | 17% | 0% | -10 | -6 | -7 | 12% | 13% | 1%
COc1cccc(OC)c1C(=O)Nc1cc2c(cc1N1CCOCC1)n(C)c(=O)n2C | 0% | 3 | 7% | -2% | -3 | -2 | -16 | -21% | -3% | 4%
CCO/N=C(\C)c1c(O)cc(C(C)C)n(-c2ccccc2)c1=O | -6% | 0 | -6% | 1%[46.1 µM] | 8 | 4 | -4 | -5% | 4% | -2%
OCCCNc1nc(-c2ccccc2)c2cc(Br)ccc2n1 | 40µM* | ? | 3% | 2% | -13 | -2 | 18 | -23% | 4% | -25%
CCOc1ccc(-c2n[nH]c(=S)n2/N=C/c2cc3c(cc2[N+](=O)[O-])OCO3)cc1 | -5% | 2 | 4% | 9%[46.1 µM] | -6 | 49 | 31 | -10% | -6% | 2%
O=C(Nc1ccccc1F)C1CCN(C(=O)NC2CCCCC2)CC1 | 0% | 16 | -3% | -2% | 3 | -1 | -15 | -2% | 3% | -1%
Cc1oc2c(O)c(O)ccc2c(=O)c1-c1ccc(Cl)cc1 | -9% | 3 | 2% | -6% | -3 | -3 | 7 | 16% | 0% | 0%
O=C(O)c1cc(-c2ccco2)nn1-c1cccc(Cl)c1 | -4% | -2 | 13% | 1% | -9 | -4 | ? | 5% | 1% | -8%
Nn1c(SCC(=O)NC2CCCc3ccccc32)nnc1C1CC1 (stereo not drawn) | 6% | . | 2% | 8% | . | -8 | 2 | 10% | . | 2%
CCC(C)(C)n1nnnc1CN(Cc1cc2cc(OC)ccc2[nH]c1=O)C1CCCC1 | 10% | ? | 11% | 5% | -16 | 0 | -45 | ? | 8% | 4%
Cc1ccc(C(=O)CSc2nc(C(C)C)nc3ccccc23)cc1 | -1%[11.5 µM] | 27 | -13% | 3% | -19 | 1 | -19 | ? | ? | 1%
CCN(C(=O)c1cn(C)c(=O)c2cc(OC)c(OC)cc12)c1cc(OC)ccc1OC | . | 3 | 11% | 2% | 6 | -5 | 5 | -17% | -1% | -2%
CC1(C)CC(=O)C(C=NCCc2ccccn2)=C(O)C1 | -2% | 2 | -21% | 0% | 1 | -9 | 5 | 10% | -5% | 1%
Cc1sc2ncnc(N3CCC(C(=O)NNC(=O)COc4ccccc4F)CC3)c2c1C | -22% | -3 | -26% | 5% | -4 | 17 | -14 | ? | 4% | 0%
Cc1cc(-c2n[nH]c(=S)n2/N=C/C(Cl)=C/c2ccccc2)n[nH]1 | 0% | 0 | 7% | 2%[46.1 µM] | -27 | 1 | 5 | 16% | 4% | 3%
CCCc1cc(=O)[nH]c(SCC(=O)Nc2oc(C)c3c(C)n[nH]c(=O)c23)n1 | -2% | 4 | -12% | 2% | 3 | -5 | 1 | 3% | -2% | 0%
Cn1c(=O)c2c(ncn2CC(O)CNc2ccc(Cl)cc2)n(C)c1=O (stereo not drawn) | . | -2 | . | 4% | . | 2 | 14 | . | 0% | .
Cc1cccc(OCCCC(=O)Nc2ccc(S(N)(=O)=O)cc2)c1 | 2% | ? | 9% | 3% | 1 | -6 | -15 | -1% | -1% | -1%
CCCS(=O)(=O)N1CCN(S(=O)(=O)c2ccc(F)cc2)CC1 | -5% | 0 | -3% | -4%[46.1 µM] | 15 | 9 | -5 | 8% | 0% | 3%
CCCCc1nnc(NC(=O)C2=COCCO2)s1 | 2% | 2 | -3% | 10% | 7 | 5 | -10 | ? | 0% | 6%
CCOc1cc(CNCCCN2CCOCC2)cc(Cl)c1OCC(=O)NC(C)(C)C | -6% | 1 | -13% | 4% | -9 | -7 | -2 | 5% | -10% | 3%
Cc1cc(C)n(S(=O)(=O)c2ccc3ccccc3c2)n1 | 14% | 0 | 11% | 1% | -5 | -9 | 8 | ? | 7% | -2%
Cn1c(N)c(C(=O)NCc2ccccc2)sc1=S | 3% | 1 | 4% | -5% | -8 | -3 | 3 | 4% | 9% | 1%
C[C@@H]1CN([C@H](C)CO)C(=O)c2cc(NC(=O)Nc3cccc4ccccc34)ccc2O[C@H]1CN(C)Cc1ccc(C(F)(F)F)cc1 | 0% | . | -16% | 7% | 8 | 6 | 1 | ? | . | -17%
COC(=O)[C@H](Cc1ccccc1)NC(=O)NCc1ccccc1OC | 1% | -2 | 9% | 4% | 11 | -8 | 3 | 3% | -1% | 4%

Quoted at random: 3 entries already listed, in no set order.
SMILES | A-T KAP1 phos | TRPV1 ag | Eya2 inh | TCR activator | TSHR antag | hERG WT inh | KCNH2 3.1 inh | ELG1 repair inh | Mito fusion act | USP2a block
CCC(C)(C)n1nnnc1CN(Cc1cc2cc(OC)ccc2[nH]c1=O)C1CCCC1 | 10% | ? | 11% | 5% | -16 | 0 | -45 | ? | 8% | 4%
Cn1c(N)c(C(=O)NCc2ccccc2)sc1=S | 3% | 1 | 4% | -5% | -8 | -3 | 3 | 4% | 9% | 1%
CCOc1ccc(-c2n[nH]c(=S)n2/N=C/c2cc3c(cc2[N+](=O)[O-])OCO3)cc1 | -5% | 2 | 4% | 9%[46.1 µM] | -6 | 49 | 31 | -10% | -6% | 2%

Carrying on.
SMILES | A-T KAP1 phos | TRPV1 ag | Eya2 inh | TCR activator | TSHR antag | hERG WT inh | KCNH2 3.1 inh | ELG1 repair inh | Mito fusion act | USP2a block
Cc1ccc(OCCOCCN(C)C)c(Cl)c1 | 0% | 0 | 3% | 5%[46.1 µM] | 23 | 6 | 28 | 16% | -8% | -1%
COCCNC(=O)/C(C#N)=C/c1cc(C(C)C)c(OC)cc1C | -2% | ? | -7% | -14% | -15 | 2 | -5 | 3% | -7% | 5%
Cc1ccc(S(=O)(=O)c2nc(NCCN(C)C)sc2Cl)cc1 | . | -4 | 17% | -1% | -8 | 18 | -34 | ? | -1% | -1%
COc1cc(C(=O)NC(C)C2CC3CCC2C3)cc(OC)c1OC (stereo not drawn) | 9% | 2 | -11% | . | 19 | 11 | 5 | -3% | 3% | -1%
CCOc1ccc(C(=O)C[n+]2ccccc2C)cc1 | -1% | -1 | 6% | 4%[46.1 µM] | 1 | 3 | -2 | 2% | -21% | 0%
CC(C)(O[C@@H]1O[C@H](CO)[C@@H](O)[C@H](O)[C@H]1O)[C@H]1Cc2cc3ccc(=O)oc3cc2O1 | -2% | 5 | -4% | 6% | 16 | 2 | 45 | 15% | -2% | 3%
CCCS(=O)(=O)N1CCC(C(=O)NCCc2ccccc2)CC1 | 2% | 4 | 16% | -3% | 2 | 1 | -2 | ? | 3% | 1%
O=C(Cc1c(F)cccc1Cl)Nc1ccc(S(=O)(=O)N2CCCC2)cc1 | 3% | ? | -7% | 0% | -1 | -8 | 8 | -8% | 5% | -3%
Cc1ccsc1CN(C)CC(=O)Nc1cccc(S(=O)(=O)N(C)c2ccccc2)c1 | 0% | 26 | 13% | 10% | -11 | 5 | 1 | ? | ? | 0%
N#CCCn1cc(C(=O)Nc2ccccc2Br)c(-c2cccs2)n1 | -2% | 3 | -1% | -7% | -7 | 3 | 17 | 3% | 4% | -2%
COc1ccc(-c2nn(-c3ccccc3)cc2CO)cc1 | -3% | 4 | -20% | -33% | 15 | 2 | 4 | ? | 5% | 0%
COc1ccc(C2=NOC(Cn3nc(-c4ccccc4)cc3C(=O)NCc3ccccc3OC)C2)cc1 (stereo not drawn) | 7% | . | 22% | -2% | 16 | 6 | -12 | ? | . | -18%
CCOC(=O)Cn1c(=O)oc2cc(S(=O)(=O)Nc3c(C)cc(C)cc3C)ccc21 | 10% | ? | 2% | -3% | -4 | -1 | -5 | 4% | 1% | 2%
O=[N+]([O-])c1cccc(N2Cc3ccccc3C2)c1 | 0% | -5 | -5% | 16% | -12 | 13 | -19 | 4% | 5% | 9%
S=C(N/N=C/c1ccco1)NC1CC2CCC1C2 (stereo not drawn) | 11% | 28 | -9% | 1% | 0 | -21 | -16 | ? | -7% | 0%
COC(=O)C1=C(C)NC(C)=C(C(=O)OC)C1c1ccc(-c2cc(Cl)ccc2Cl)o1 | 0% | 1 | -8% | 5%[46.1 µM] | 5 | -9 | -5 | 12% | 5% | 2%
O=C(CSc1nnc(Cc2ccccc2)o1)N1CCOCC1 | 5% | -2 | 11% | 5% | -7 | -1 | 2 | 3% | 2% | -2%
CN1C(=O)C(CCC(N)=O)NC1=S (stereo not drawn) | 16% | -2 | -1% | -22% | 4 | 1 | -11 | -6% | -2% | -1%
COc1cc(-n2c(C)nc3cc(C(=O)NCC4CCCO4)ccc32)cc(OC)c1OC (stereo not drawn) | -4% | 2 | -3% | -1% | -5 | -10 | -7 | 26% | 15% | 1%
Cc1ccccc1C(=O)Nc1ccnn1C1CCN(Cc2ccccn2)CC1 | 7% | 1 | -5% | 1% | 1 | 47 | 6 | 22% | 1% | 4%
Cc1cccc(OCCC(=O)OCC(=O)N2CCc3ccccc32)c1 | -7% | 0 | -10% | -3% | -4 | 10 | 4 | 1% | 0% | 2%
